# GPR55 activation: selective activators of receptor GPR55 – imaging, U2OS cells, beta-arrestin-GFP redistribution, primary screen (AID 1961) | one-dose activation, % at 10 µM; EC50 in µM for titrated hits | hit rate 0.048% among 290,000 | U2OS GPR55 beta-arrestin-GFP redistribution imaging; higher % means a stronger effect;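 active means activation above 40% with more than 50 cells counted in the well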;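 further: U2OS osteosarcoma cells stably expressing GPR55 and beta-arrestin-GFP; plate controls were DMSO negative control for no effect and LPI positive control for full effect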
# PhoP inhibition: inhibitors of PhoP regulon expression, primary screen, Salmonella Typhimurium, GFP reporter (AID 1863); S. Typhimurium PhoP-regulated promoter GFP reporter, 4 h; higher % means a stronger effect; inhibition, % at 50 µM, or IC50 in µM where a hit was titrated; hit rate 0.16% among 300,000;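 active means inhibition over 29.93%, a cutoff 3 SD above the screen mean, later confirmed by dose response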;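 further: 0% = low Mg2+ inducing control and 100% = high Mg2+ repressing control; strong numbers were not always called active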
# GPR55 antagonists: inhibition of LPI-stimulated GPR55 beta-arrestin translocation – imaging, U2OS, beta-arrestin-GFP, LPI agonist, primary screen (AID 2013). U2OS GPR55 beta-arrestin-GFP translocation imaging, LPI antagonism; higher % means a stronger effect. inhibition, % at 10 µM; hits with a dose series show IC50 in µM. hit rate 0.13% among 290,000;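 active means spots per cell inhibited over 60%, with over 100 cells counted and total cytoplasm intensity under 500,000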;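 further: U2OS cells stably carrying GPR55 and arrestin-GFP stimulated by 5 µM LPI near EC80; imaged beta-arrestin-GFP aggregate spots per cell after agonist stimulation; plate controls were LPI-stimulated DMSO wells for no effect and DMSO wells without LPI for full effect; some results filed as inactive read as strong as hits; confirmed hits need IC50 under 10 µM and bright autofluorescent wells are also inconclusive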
# NTR1 ag: agonists of NTR1, primary screen, imaging, U2OS cells, beta-arrestin-GFP, high content (AID 493036); NTR1-U2OS beta-arrestin-GFP spot imaging, agonist mode; activation, % at 20 µM; hit rate 0.17% among 330,000;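 active means activation at or above 40% of the spot to cytoplasm intensity ratio, with at least 20 cells analyzed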;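 further: 0% = DMSO without peptide and 100% = 100 nM NTR1 peptide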
# Target sequence (P30989 whole entry, looked up): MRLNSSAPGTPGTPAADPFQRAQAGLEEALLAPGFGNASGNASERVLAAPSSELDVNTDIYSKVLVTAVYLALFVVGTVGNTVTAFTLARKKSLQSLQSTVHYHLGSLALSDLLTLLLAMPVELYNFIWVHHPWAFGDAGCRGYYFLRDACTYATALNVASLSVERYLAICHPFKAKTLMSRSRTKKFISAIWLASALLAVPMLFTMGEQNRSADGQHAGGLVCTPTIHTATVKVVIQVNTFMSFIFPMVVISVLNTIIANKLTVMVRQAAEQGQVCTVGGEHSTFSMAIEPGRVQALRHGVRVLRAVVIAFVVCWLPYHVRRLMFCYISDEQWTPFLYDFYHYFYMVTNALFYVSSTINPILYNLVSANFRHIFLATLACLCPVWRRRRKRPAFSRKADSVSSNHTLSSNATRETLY
# T cell modulator: T cell immune modulation candidate | 2C CD8+ T cell-vesicle binding, flow cytometry; stronger effect = lower value | calls only at 7 µM | hit rate 0.068% among 330,000 | AID 2052;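 active means response, share of CD8 T cells binding vesicles, and their 90th percentile fluorescence all below set limits, cut at about 80% in these data, passing the limit was not always enough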
#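 material = purified 2C TCR transgenic mouse naive CD8+ T cells | controls = Unloaded micro-vesicles (low), QL9 vesicles with 0.7% DMSO (high) | detection = cytometric PE anti-B7-1 and Alexa647 anti-CD8 signals after 1% paraformaldehyde fixation | incubation = binding step 1.5 h, 37 °C, antibody labelling 20 min, ice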
# GPR35 arrestin U2OS: inhibition of zaprinast-stimulated GPR35 beta-arrestin translocation – imaging, U2OS, beta-arrestin-GFP, zaprinast agonist, primary screen (AID 2058). U2OS GPR35 beta-arrestin-GFP translocation imaging, zaprinast antagonism; higher % means a stronger effect. inhibition, % at 10 µM, or IC50 in µM where a hit was titrated. hit rate 0.052% among 290,000;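 active means inhibition of at least 50% with at least 30 cells and total cytoplasm GFP at most 10,000,000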
# West Nile virus CPE: inhibition of WNV-induced cytopathic effect – cell-based, CPE readout (AID 1621) | CPE inhibition, % at 10 µM; hits with a dose series show IC50 in µM | hit rate 0.02% among 290,000 | West Nile virus-infected cells, CPE inhibition; higher % means a stronger effect; in the data active means a potency from the dose series; further: strong numbers were not always called active
# KOR beta-arrestin-1: KOR antagonists, beta-arrestin recruitment, cell-based, luminescence, uHTS (AID 1778); one-dose inhibition, % at 10 µM; IC50 in µM for titrated hits; hit rate 0.091% among 290,000; KOR beta-arrestin recruitment, luminescence, antagonist mode; higher % means a stronger effect; in the data active means inhibition above about 50%; further: strong numbers were not always called active
# KOR beta-arrestin-2: kappa opioid receptor activators – cell-based, luminescence, uHTS, primary screen (AID 1777). KOR beta-arrestin recruitment, luminescence; higher % means a stronger effect. activation, % at 10 µM, or EC50 in µM where a hit was titrated. hit rate 0.02% among 280,000; in the data active means activation above about 50%, passing the limit was not always enough; further: a part of the inactive calls stands beside numbers as strong as those of hits
# T cell modulator vesicle-bound %: second read-out of T cell modulator, no call of its own (marks repeat the call); double positive events, %; measured here: CD8+ vesicle-bound cell fraction;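 binding gate set so that unloaded-vesicle control wells show 10% double positive cells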
# NTR1 ag cell count 20 µM: further read-out of NTR1 ag, marked with its call; cell count; measured here: cell count, cytotoxicity flag
# The depositor's hits bear a star; i = inactive; . = not tested or not shown; [ ] = another dose, or the depositor's remark.
SMILES,GPR55 activation,PhoP inhibition,GPR55 antagonists,NTR1 ag,NTR1 ag cell count 20 µM,T cell modulator,T cell modulator vesicle-bound %,GPR35 arrestin U2OS,West Nile virus CPE,KOR beta-arrestin-1,KOR beta-arrestin-2
COc1cc(/C=C/c2nc(N)nc(-c3ccccc3O)n2)cc(OC)c1OC,0.5%,-9.6%,-5.2%,7.7,59,i,34.7,5.7%,0.0%,-22.1%,5.1%
CC(C)OC(=O)c1nnn(-c2nonc2N)c1CN1CCCCCC1,0.4%,-3.1%,-9.0%,1.8,57,i,37.2,-9.8%,-0.5%,-32.3%,-1.9%
COc1ccc(N2C(=O)CC(N(CCc3ccc(OC)c(OC)c3)C(=S)Nc3ccccc3)C2=O)cc1 (centres undefined),0.1%,-28.2%,0.7%,23.9,45,i,17.4,-4.2%,-0.9%,1.7%,-2.6%
N#CCCN1CCN(C(=S)c2ccc(-c3ccc(Cl)c(Cl)c3)o2)CC1,0.6%,2.0%,-1.7%,1.4,39,i,14.9,-4.9%,-0.6%,17.4%,-1.9%
Cc1ccc(/C=N/NC(=O)c2cc(-c3cccnc3)nc3ccccc23)cc1,-0.2%,1.8%,-12.8%,9.0,46,i,54.4,-12.5%,2.4%,-91.6%,-0.3%
COc1ccc2ccccc2c1/C=N/NC(=O)CC1(C)OCCCO1,0.0%,-8.5%,-2.8%,0.9,46,i,47.3,-13.8%,0.0%,-17.1%,0.3%
CC(=O)Cc1nsc(Nc2ccc(Cl)cc2)n1,-0.1%,11.8%,4.8%,-1.4,62,i,38.7,-2.7%,-0.3%,-15.0%[20 µM],-5.8%
c1ccc(CC2CCN(c3nc4ccccc4n4cnnc34)CC2)cc1,-0.2%,9.7%,4.6%,29.4,50,i,20.6,-15.4%,0.0%,-35.0%,2.1%
CCc1ccccc1NC(=O)CN(C)C(=O)CSc1nn(-c2ccccc2)c(=S)s1,-0.2%,2.8%,-0.1%,1.3,70,i,44.0,-1.7%,-0.3%,-18.3%,2.1%
NC(=O)C(CC(=O)O)NC(=O)[C@@H]1CCOc2c(I)cc([N+](=O)[O-])cc2C(=O)N[C@@H](CO)C(=O)N[C@@H](Cc2ccc(O)cc2)C(=O)N1 (some centres undefined),0.2%,2.9%,-5.3%,5.3,67,i,16.0,-10.7%,-0.3%,-1.0%,-1.1%
CC1CN(C(=O)Cn2cc(S(=O)(=O)CC(=O)N3CCOCC3)c3ccccc32)CC(C)O1 (centres undefined),-0.1%,-3.6%,11.3%,0.4,68,i,17.9,1.8%,0.1%,-30.4%,3.5%
CCNC(=S)NCc1ccc(F)cc1,-0.2%,27.9%,7.0%,-0.8,75,i,29.0,-15.6%,0.7%,.,3.5%
COc1ccc(C2CC(c3cccs3)=NN2C(=O)c2ccco2)cc1OC (centres undefined),-0.1%,-12.1%,2.0%,0.1,60,i,28.3,-0.1%,-0.7%,-15.8%,2.4%
CCn1c(NC(=O)c2cccs2)c(-c2cccs2)c(=O)c2ccccc21,0.3%,3.0%,9.5%,3.7,90,i,52.8,-6.0%,-0.1%,2.5%,8.5%
Cc1ccc(C(=O)OC/C(O)=C(\C#N)c2nc3ccccc3[nH]2)cc1S(=O)(=O)N1CCOCC1,-0.2%,-5.1%,-6.3%,3.6,53,i,42.3,-2.3%,0.8%,-6.5%,-0.7%
NC(=O)NC(=O)CC1S/C(=N/N=C2\CSC(=O)N2)NC1=O (centres undefined),-0.1%,-2.3%,9.4%,1.1,66,i,44.5,-1.5%,-0.2%,-6.2%,-3.5%
Cc1cc(C)c(S(=O)(=O)c2cccc(Br)c2C)c(Cl)n1,-0.1%,11.3%,8.0%,.,.,i,24.0,-1.8%,0.8%,18.4%,15.2%
COc1ccc(CC(=O)Nc2c(C(=O)N3CCN(c4ncccn4)CC3)oc3ccccc23)cc1,-0.2%,-1.0%,-6.2%,0.0,44,i,49.6,7.2%,0.3%,-3.0%,1.3%
Cc1cc(Cl)ccc1C(=O)C1CCCN(C(=O)CCn2cnnn2)C1 (centres undefined),0.0%,0.3%,3.3%,0.8,47,i,51.2,5.2%,-0.5%,-10.9%,4.1%
CCC1/C(=N\O)CC(c2ccco2)NC1c1ccco1 (centres undefined),0.6%,3.7%,1.0%,-1.7,80,i,16.9,-1.4%,2.1%,2.8%,-2.5%

# Pulled by structure from the entries so far (3):
SMILES,GPR55 activation,PhoP inhibition,GPR55 antagonists,NTR1 ag,NTR1 ag cell count 20 µM,T cell modulator,T cell modulator vesicle-bound %,GPR35 arrestin U2OS,West Nile virus CPE,KOR beta-arrestin-1,KOR beta-arrestin-2
CC1CN(C(=O)Cn2cc(S(=O)(=O)CC(=O)N3CCOCC3)c3ccccc32)CC(C)O1 (centres undefined),-0.1%,-3.6%,11.3%,0.4,68,i,17.9,1.8%,0.1%,-30.4%,3.5%
COc1ccc(C2CC(c3cccs3)=NN2C(=O)c2ccco2)cc1OC (centres undefined),-0.1%,-12.1%,2.0%,0.1,60,i,28.3,-0.1%,-0.7%,-15.8%,2.4%
CCC1/C(=N\O)CC(c2ccco2)NC1c1ccco1 (centres undefined),0.6%,3.7%,1.0%,-1.7,80,i,16.9,-1.4%,2.1%,2.8%,-2.5%

# (listing goes on)
SMILES,GPR55 activation,PhoP inhibition,GPR55 antagonists,NTR1 ag,NTR1 ag cell count 20 µM,T cell modulator,T cell modulator vesicle-bound %,GPR35 arrestin U2OS,West Nile virus CPE,KOR beta-arrestin-1,KOR beta-arrestin-2
COc1ccc(-c2csc(NC(CO)c3nc4ccccc4n3Cc3ccc(C)cc3)n2)cc1 (centres undefined),.,-2.5%,.,6.2,58,i,14.4,.,-0.5%,.,.
Cc1ccc(-c2c[n+](CC(=O)OCc3ccccc3)c3n2CCC3)cc1,-0.3%,-8.9%,-5.5%,0.5,36,i,35.2,10.6%,1.5%,20.7%,4.6%
COc1ccc(NC(=O)C(C)Sc2nnc3c4c(nc(-c5ccc(OC)cc5)n23)CC(C)(C)OC4)cc1 (centres undefined),-0.2%,-11.7%,0.4%,0.3,54,i,59.2,-5.2%,-0.5%,-4.9%,1.7%
FC(F)(F)c1cccc(-n2c(Cn3nnc4ccccc43)n[nH]c2=S)c1,-0.1%,-9.1%,0.6%,1.0,46,i,28.3,-11.7%,0.4%,14.0%,2.9%
CN1CCN(C(=O)C2(NC(=O)Nc3cccc(F)c3)CCCCC2)CC1,0.3%,-0.9%,8.7%,0.0,70,i,21.3,4.5%,0.3%,14.1%,-0.2%
CCn1cc(CNC(=S)Nc2cccc(Cl)c2C)cn1,-0.2%,8.6%,2.0%,-0.3,54,i,29.9,-19.9%,0.0%,3.1%,-3.8%
CC(=O)NC(CC(=O)NCCc1ccccc1)c1ccccc1 (centres undefined),0.2%,-3.0%,0.0%,0.4,72,i,5.9,-0.3%,-0.7%,36.0%,-4.6%
CC(C)(C)NC(=O)NC(=O)COC(=O)c1cc[n+]([O-])cc1,0.3%,3.6%,13.9%,2.0,54,i,9.6,8.7%,0.3%,-0.2%,-5.4%
O=C(c1ccc2ccccc2c1)N1CCN(c2ccc(O)cc2)CC1,-0.1%,5.2%,8.8%,-2.0,77,i,4.5,14.9%,-1.6%,5.3%,-2.7%
COc1ccc(Nc2c(C)cccc2C)cc1,1.3%,2.4%,3.5%,-2.1,65,i,21.1,-12.3%,0.2%,-13.8%,-1.3%
COc1cccc(OC)c1OCCCCc1c(C)n[nH]c1C,-0.5%,3.5%,8.9%,-0.3,41,i,4.8,1.5%,-0.3%,25.1%,-3.1%
CCCCN1CC(=O)N2Cc3[nH]c4ccccc4c3C[C@H]2C1=O,0.0%,-2.5%,-12.3%,0.6,89,i,31.1,-8.7%,-0.9%,-23.1%,10.1%
Cc1ccc2nc(SCC(=O)Nc3c(C)n(C)n(-c4ccccc4)c3=O)[nH]c2c1,0.0%,1.8%,8.5%,2.7,45,i,48.0,11.1%,0.4%,-18.2%,-4.2%
Cc1ccc(O)c(C(CC(=O)NCc2ccco2)c2ccccc2)c1 (centres undefined),0.2%,-0.3%,-3.4%,5.9,64,i,41.3,17.8%,-0.9%,-17.7%[20 µM],0.0%
Cc1ccccc1NC(=O)/C(C#N)=C\c1cc(C)n(-c2ccc(C(=O)O)cc2)c1C,0.6%,-16.4%,4.5%,4.3,66,i,50.5,5.5%,0.5%,12.8%,1.8%
COc1cccc(CSc2nnnn2-c2ccc(O)cc2)c1,0.0%,5.7%,-8.3%,1.0,56,i,52.7,-1.8%,-0.6%,-10.5%,1.4%
Cc1ccc(-c2ccccc2NC(=O)C2C3C=CC(C3)C2C(=O)O)o1 (centres undefined),-0.1%,-2.6%,0.0%,-1.0,51,i,24.8,1.3%,1.1%,-30.9%,3.5%
Cn1c(SCC(=O)Nc2ccccc2F)nnc1-c1cc2ccccc2o1,0.0%,2.2%,-1.6%,4.0,73,i,48.6,2.2%,-0.3%,4.5%,0.0%
Cc1cccc(OCc2nnc(SCc3nc4cc(C(F)(F)F)ccc4c(=O)[nH]3)o2)c1,-0.2%,-12.2%,-6.3%,1.0,90,i,30.3,0.0%,-1.1%,12.2%,4.3%
Cc1ccc(CNC(=S)Nc2cc(C(=O)O)ccc2C)cc1,-0.1%,-6.8%,0.6%,0.2,49,i,62.8,-2.3%,0.0%,4.9%,-3.2%
Cc1ccccc1-n1c(SCC(=O)N/N=C/C=C/c2ccccc2[N+](=O)[O-])nc2ccccc2c1=O,-0.3%,-4.4%,5.2%,-0.2,37,i,35.5,-0.7%,0.4%,-26.3%,2.5%

# Some of the entries so far, as tab-separated lines:
SMILES	GPR55 activation	PhoP inhibition	GPR55 antagonists	NTR1 ag	NTR1 ag cell count 20 µM	T cell modulator	T cell modulator vesicle-bound %	GPR35 arrestin U2OS	West Nile virus CPE	KOR beta-arrestin-1	KOR beta-arrestin-2
Cc1ccc2nc(SCC(=O)Nc3c(C)n(C)n(-c4ccccc4)c3=O)[nH]c2c1	0.0%	1.8%	8.5%	2.7	45	i	48.0	11.1%	0.4%	-18.2%	-4.2%
Cc1ccc(O)c(C(CC(=O)NCc2ccco2)c2ccccc2)c1 (centres undefined)	0.2%	-0.3%	-3.4%	5.9	64	i	41.3	17.8%	-0.9%	-17.7%[20 µM]	0.0%

# High-throughput results deposited in PubChem BioAssay by several laboratories.
